# From PubChem
# Integrin act MD = qHTS for Activators of Integrin-Mediated Alleviation for Muscular Dystrophy; alpha7betagal myoblasts, beta-gal FDG fluorescence, 48 h; Potency, µM (doses to about 38.3 µM), without a hit: at the top dose activation, most hits filed as activators; 0.064% of 350,000 active; AID 624291, 2012; active = well fitted activation curve with a large enough effect;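 also: 100% = response of the positive control SU9516; nearly all actives have a fitted effect of over 60% in size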
#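 alpha7betagal+/- myoblasts (passage 13, 250/well) treated 48 h at 37C with compounds at 1:260 dilution of DMSO stock. Lysed, then beta-galactosidase activity read as FDG fluorescence (ex 480/em 540) after 30 min, with pre-read for autofluorescence.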
# The depositor's hits bear a star; [ ] = remark or other dose. Potency is read from the fitted curve at half-maximal effect.
SMILES,Integrin act MD
COc1ccccc1-c1cnc2c(c1)C(=O)N([C@@H](C)CO)C[C@@H](C)[C@H](CN(C)C(=O)c1cccnc1)O2,11%
COc1cccc(NC(=O)Nc2ccc(F)cc2)c1,12%
C[C@H]1CN([C@@H](C)CO)S(=O)(=O)c2ccc(Br)cc2O[C@H]1CN(C)C(=O)Cc1ccccc1,5%
COc1ccc(S(=O)(=O)N2CCN(C(=O)c3ccc(COc4ccccc4)o3)CC2)cc1,2%
O=C(CSc1nnc(-c2c[nH]c3ccccc23)n1C1CC1)NC1CCS(=O)(=O)C1 (centres undefined),20%
O=C(NCc1ccco1)c1cccc2c1C(=O)c1ccc(N3CCC(N4CCCCC4)CC3)cc1S2(=O)=O,-24%
CCC(=O)N(C)C[C@@H]1Oc2cc(Br)ccc2S(=O)(=O)N([C@@H](C)CO)C[C@@H]1C,-28%
Cc1cc(NC(=O)Nc2cccc(Cl)c2)no1,12%
C[C@H](CO)N1C[C@H](C)[C@@H](CN(C)C(=O)c2ccc3ccn(C)c3c2)OCc2cn(nn2)CCCC1=O,11%
CCOc1ccccc1C(=O)NC(C(=O)OCn1nnc2ccccc2c1=O)C(C)C (centres undefined),-2%
CCC1NC(=O)c2cc3ccccc3cc2-n2c1nc1cc(C)cc(C)c1c2=O (centres undefined),7%
O=[N+]([O-])c1cccnc1C1OCCO1,-7%
Cc1c(C(=O)NNC(=O)c2ccccc2O)oc2ccccc12,-23%
CCCCCC(=O)N1C[C@H](n2cc(C3CC3)nn2)[C@@H](O)C[C@@H]1c1ccc(OC)cc1,-11%
CNc1ccccc1C(=O)OCC(=O)N1CCc2ccccc2C1,-4%
CC(C)NC(=O)c1ccc(CONC(=O)OCc2ccccc2)cc1,9%
COCC(=O)Oc1cc(-c2ccc(C)cc2C)c(OC(=O)COC)c(-c2ccc(C)cc2C)c1,-57%[inhibitor]
CCOc1ccc(S(=O)(=O)N2CCCCC2)cc1NC(=O)Cc1ccc(OC)cc1,-10%
Cc1ccc(/C(N)=N/OC(=O)COc2cccc3ccccc23)cc1,-15%
CCc1cc(-c2cnnn2CCc2c[nH]c3ccccc23)ccc1-c1cn(CC(C)C)nn1,-3%
C=CCSc1nnc(NC(=O)CCNC(=O)c2ccccc2Cl)s1,15%
CC1(C)CC(=O)C=C(c2ccc(COC(=O)/C=C/c3ccccc3)cc2)C1=O,-49%[inhibitor]
COc1cc(C=NC2CCCCC2)ccc1O,-8%
COCCCNc1c2c(nc3ccccc13)CCC2,13%
Cc1ccc(C(=O)NCC(=O)OCCCn2c(=O)[nH]c3ccccc32)cc1C,11%

# Exported bar-delimited: 2 of the compounds above
canonical_smiles | Integrin act MD
CNc1ccccc1C(=O)OCC(=O)N1CCc2ccccc2C1 | -4%
CC(C)NC(=O)c1ccc(CONC(=O)OCc2ccccc2)cc1 | 9%

# The listing continues.
SMILES,Integrin act MD
Cc1ccc(/C=C/C(=O)OCC(=O)N(C)c2c(N)n(Cc3ccccc3)c(=O)[nH]c2=O)o1,1%
Cc1ccc(OCC(=O)N2CCc3ccccc3C2)cc1C,21%
COc1ccc(/C=C/C(=O)OCC(=O)N2c3ccccc3CC2C)cc1 (centres undefined),1%
CCNc1ccc(S(=O)(=O)N2CCOCC2)cc1NCC(=O)Nc1cccc(Br)c1,6%
CC(=O)Nc1ccc(C(=O)NNC(=O)c2csc(N3CCOCC3)n2)cc1,-17%
COc1ccc(CN2C(=O)C(CC(=O)NCc3cccs3)CC(C(=O)N3CCOCC3)=C2C)cc1 (centres undefined),-8%
COc1ccccc1N1CCN(c2ccc3c(c2)S(=O)(=O)c2cccc(C(=O)NCc4cccc(F)c4)c2C3=O)CC1,12%
Cc1ccccc1-c1cnc2c(c1)C(=O)N([C@@H](C)CO)C[C@@H](C)[C@H](CN(C)Cc1ccccc1F)O2,22%
NS(=O)(=O)c1ccc(NCc2cnc3ccccc3c2)cc1,12%
C[C@H]1CN([C@@H](C)CO)C(=O)CCCn2nncc2CO[C@H]1CN(C)C(=O)c1cc(-c2ccccc2)on1,-3%
C[C@H]1CN([C@@H](C)CO)C(=O)c2cc(Br)cnc2O[C@@H]1CN(C)S(C)(=O)=O,17%
C[C@@H]1Cn2cnc(C(=O)Nc3ccccc3)c2C(=O)N1,14%
COc1ccc(-n2c(-c3ccc(Cl)cc3)n[nH]c2=S)c(OC)c1,22%
COCCN(C(=O)COC(=O)c1c(C)nn(-c2ccccc2)c1C)c1c(N)n(Cc2ccccc2)c(=O)[nH]c1=O,-14%
CC1(C)NC(=O)N(CC(=O)Nc2ccc(-c3ccccc3)cc2)C1=O,1%
O=C(Nc1cc(C(F)(F)F)ccc1N1CCCCC1)C1=COCCO1,-11%
COc1cc(CC(=O)N2CCN(S(=O)(=O)c3ccc(C(C)C)cc3)CC2)cc(OC)c1OC,6%
Cc1cc(C)cc(-n2nnc3ccccc3c2=O)c1,8%
COc1ccc(C(=O)N[C@H](C(=O)Nc2cccc(S(=O)(=O)N3CCOCC3)c2)C(C)C)cc1,-18%
COc1ccc(OC(=O)N(C)C[C@@H]2OCc3cn(nn3)CCCC(=O)N([C@@H](C)CO)C[C@H]2C)cc1,-4%
CC1CN=C(NS(=O)(=O)c2ccccc2)N1 (centres undefined),0%
CCN(Cc1cnn(C)c1)C(=O)c1ccc2nc(Cc3ccccc3F)oc2c1,4%
C[C@@H]1CN([C@H](C)CO)C(=O)CCCn2nncc2CO[C@@H]1CN(C)S(=O)(=O)c1ccc(C#N)cc1,10%
O=C(COc1ccc(Cl)cc1Cl)NC1CC1,-3%
CCN1CCN(c2ccc(S(=O)(=O)N3CCOCC3)cc2NC(=O)c2cc(F)c(F)c(F)c2F)CC1,-11%

# Additional entries.
SMILES,Integrin act MD
O=C(c1ccc(CS(=O)Cc2ccc(Cl)cc2)o1)N1CCN(C2CCCCC2)CC1 (centres undefined),-15%
CC(NC(=O)c1ccc2nc(Cc3cccc(Cl)c3)oc2c1)c1ccncn1 (centres undefined),-8%
Cc1noc(C)c1S(=O)(=O)N(C)C[C@H]1OCCCC[C@@H](C)Oc2ccc(NS(=O)(=O)c3cn(C)cn3)cc2C(=O)N([C@H](C)CO)C[C@@H]1C,6%
O=C(NCCOc1ccccc1)C1CCN(C(=O)Nc2ccccc2)CC1,-10%
C[C@@H]1CN([C@H](C)CO)C(=O)CCCn2nncc2CO[C@@H]1CN(C)C(=O)c1ccncc1,5%
O=C(CCc1c[nH]c2ccccc12)N1CCN(S(=O)(=O)c2ccc([N+](=O)[O-])cc2)CC1,-16%
CC1CN(S(=O)(=O)c2cccc(C(=O)N(C)C3CCCCC3)c2)CC(C)O1 (centres undefined),1%
CC1(C)CC(=O)C=C(c2n[nH]nc2-c2ccccc2)C1,3%
CCN(CC)C(=O)C1=C(C)N(CCCN2CCCC2=O)C(=O)C(CC(=O)NCCCCc2ccccc2)C1 (centres undefined),13%
C=CCn1c(SCC(=O)Nc2ccc(Br)cc2)nc(O)cc1=O,4%
CN(Cc1ccccc1)C(CNS(=O)(=O)c1ccccc1)c1ccccc1 (centres undefined),-3%
CC1C(=O)N(Cc2cn(CC3CCCCC3)nn2)CCS(=O)(=O)N1Cc1ccc(-c2ccc(Cl)cc2)cc1 (centres undefined),-64%[inhibitor]
O=C1c2ccccc2CCC12OC2c1ccc([N+](=O)[O-])cc1 (centres undefined),-2%
COc1cc(C=NNC(=O)C(=O)Nc2cccc(Cl)c2)cc(OC)c1O,9%
O=C1C=CC(O)C2(CO)OC12 (centres undefined),-56%[inhibitor]
O=C(COC(=O)c1ccc(OC(F)F)cc1)NCC1CCCO1 (centres undefined),10%
COc1ccc([C@H]2C[C@@H](O)[C@H](n3cc(COC(=O)c4ccccc4)nn3)CN2C(=O)c2cccs2)cc1,6%
CCN(CC)C(=O)C1=C(C)N(Cc2ccc(C(C)(C)C)cc2)C(=O)C(CC(=O)NCC2CCCCC2)C1 (centres undefined),-29%
COc1ccc(S(=O)(=O)N(C)C[C@@H]2OCc3cnnn3CCCC(=O)N([C@@H](C)CO)C[C@H]2C)cc1,-14%
CN(C(=O)CSc1nnc(C(F)(F)F)n1C)c1c(N)n(Cc2ccccc2)c(=O)[nH]c1=O,6%
CCc1c(O)nc(SCC(=O)Nc2ccc(Cl)cc2)n(-c2ccccc2)c1=O,4%
O=C(O)CC1NC(=S)N(Cc2ccccc2)C1=O (centres undefined),-24%
CN(Cc1ccccc1C(F)(F)F)C(=O)C1CCC(=O)N(CC2CCCCC2)C1 (centres undefined),-11%
O[C@@H]1C[C@H](c2ccc(Cl)cc2)N(CC2CCCCC2)C[C@H]1n1cc(C2CC2)nn1,4%
Cc1ccc([C@H]2C[C@H](O)[C@@H](n3cc(COC(=O)c4ccccc4)nn3)CN2C(=O)c2cccs2)cc1,25%

# Three entries drawn at random from the list so far, as already listed:
SMILES,Integrin act MD
O=C(COC(=O)c1ccc(OC(F)F)cc1)NCC1CCCO1 (centres undefined),10%
O=C1C=CC(O)C2(CO)OC12 (centres undefined),-56%[inhibitor]
COc1ccc(S(=O)(=O)N(C)C[C@@H]2OCc3cnnn3CCCC(=O)N([C@@H](C)CO)C[C@H]2C)cc1,-14%

# The main list resumes; the 2 compounds before the break are reprinted first.
SMILES,Integrin act MD
O[C@@H]1C[C@H](c2ccc(Cl)cc2)N(CC2CCCCC2)C[C@H]1n1cc(C2CC2)nn1,4%
Cc1ccc([C@H]2C[C@H](O)[C@@H](n3cc(COC(=O)c4ccccc4)nn3)CN2C(=O)c2cccs2)cc1,25%
COCOCCn1cc(CN2CCS(=O)(=O)N(Cc3ccc(-c4ccc(Cl)cc4)cc3)C(C)C2=O)nn1 (centres undefined),-23%
Cc1c(Cl)cccc1N1C(=O)CC(Sc2ccccc2N)C1=O (centres undefined),-8%
Cn1c(-c2ccccc2)cc(=NNS(C)(=O)=O)c2cc(S(=O)(=O)O)ccc21,-10%
COC(=O)N(C)C[C@H]1OCc2cnnn2CCCC(=O)N([C@H](C)CO)C[C@H]1C,4%
CN(CC(=O)Nc1ccc(Cl)cc1)C(=O)CN1C(=O)C2CCCCC2C1=O (centres undefined),-2%
NC(=S)NN=Cc1nccc2c(C(F)(F)C(F)(F)C(F)(F)F)cccc12,-51%[inhibitor]
CCCCCC(=O)N1C[C@H](O)[C@@H](n2cc(-c3ccc(F)cc3)nn2)C[C@@H]1c1ccccc1,7%
CCOC(=O)C(C)N1c2cccc3cccc(c23)S1(=O)=O (centres undefined),3%
O=C(Nc1ccc(OC(F)(F)F)cc1)c1cc(S(=O)(=O)N2CCCCC2)ccc1N1CCOCC1,-6%
CCOc1ccc(NC(=O)CSc2nc3ccsc3c(=O)n2Cc2ccc(C(=O)O)cc2)cc1,-17%
COc1ncnc2c1ncn2CCCNc1ccc(C)c(C)c1,20%
NC(=O)COc1ccc(S(=O)(=O)N2CCCC2)cc1,1%
Cc1cn([C@H]2C[C@H](O)[C@@H](CNCc3ccc(CN(C)S(C)(=O)=O)o3)O2)c(=O)[nH]c1=O,-5%
Cc1ccc(C)c(NC(=O)c2ccc3c(c2)CCN3S(C)(=O)=O)c1,-18%
Cc1onc(-c2c(F)cccc2Cl)c1C(=O)OCC(=O)N(C)c1ccccc1,12%
O=C(c1ccc(F)cc1)N1CCN(S(=O)(=O)c2ccc3c(c2)OCCO3)CC1,7%
COc1ccc(CN(C)C[C@@H]2OCc3cnnn3CCCC(=O)N([C@@H](C)CO)C[C@H]2C)cc1,8%
Cc1ccc(-c2ccc(CN3C(C)C(=O)N(Cc4cn(CCC5OCCCO5)nn4)CCS3(=O)=O)cc2)cc1 (centres undefined),2%
Cc1cc(C)c(Nc2n[nH]c(=S)s2)cc1C,4%
CCOc1ccc(S(=O)(=O)N2CCCC2)c2ccccc12,-16%
c1ccc(-c2nn3c(-c4ccccc4)nnc3o2)cc1,8%
Cc1ccc(S(=O)(=O)Nc2nc(CN3CCOCC3)nc3sc(C(=O)O)c(C)c23)cc1,-5%
Cc1nn(CC(=O)NC2CCCCC2)c(C)c1[N+](=O)[O-],6%
C[C@@H]1CN([C@H](C)CO)S(=O)(=O)c2ccc(C#Cc3ccccc3F)cc2O[C@@H]1CN(C)C(=O)Cc1ccccc1,-13%
O=C(O)c1ccc(Cl)c(NC(=O)C2CCN(S(=O)(=O)c3cccs3)CC2)c1,-2%
Cc1c(C(=O)c2ccc(F)cc2F)c2ccccn2c1CCc1ccccn1,29%
C[C@@H]1CN([C@@H](C)CO)C(=O)CCCn2nncc2CO[C@H]1CN(C)Cc1cccc2c1OCCCO2,-14%
CCOC(=O)C1=C(C)NC(C)=C(C(=O)OCC)C1C(=O)OCC(=O)Nc1ccc(NC(C)=O)cc1,5%
COc1cc(NC(=O)CCl)ccc(=O)c1,-61%[inhibitor]
COc1ccc(NC(=O)N(C)[C@H]2C[C@H]3c4[nH]c5ccccc5c4CCN3C(=O)[C@H]2[C@H](C)O)cc1,1%

# In another format: results already given.
Cc1c(Cl)cccc1N1C(=O)CC(Sc2ccccc2N)C1=O (centres undefined)
  Integrin act MD = -8%

Cn1c(-c2ccccc2)cc(=NNS(C)(=O)=O)c2cc(S(=O)(=O)O)ccc21
  Integrin act MD = -10%

COC(=O)N(C)C[C@H]1OCc2cnnn2CCCC(=O)N([C@H](C)CO)C[C@H]1C
  Integrin act MD = 4%

# Some of the compounds tested, so the mix of outcomes need not match the whole.
